# Assay outcomes deposited in PubChem BioAssay by National Center for Advancing Translational Sciences (NCATS).
# IL2 activator: activators of IL-2. 360,000 tested, 0.065% active. IL-2 activation reporter assay, cell-based qHTS; stimulated with anti-CD3/CD4/CD28 beads; in transgenic mouse T cells. activation, % (series mostly up to about 46 µM); in the data active means activation above about 50%; inconclusive means mostly about 30% to 49%; further: 0% is about no effect
#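 Screening format: compound pinned onto unstimulated transgenic mouse T cells, 60 min incubation, then anti-CD3/anti-CD4/anti-CD28 bead stimulation for 18 hours at 37 degrees C, followed by EGFP and DsRed detection.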
# EPAC2 agonist: agonists of human EPAC2 (RAPGEF4) | Q8WZA2 | EPAC2 activation, biochemical qHTS; response scale: 100% = 6.5 mM cAMP response | Potency, µM (doses to about 154 µM), without a hit: top-dose activation, hits mostly activators | 360,000 tested, 0.079% active | AID 720711; further: potency means the concentration at half of the fitted maximal effect; nearly all actives have a fitted effect of over 50% in size
#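 Each well held 100 nM EPAC2, 250 nM RAP1B-BODIPY-GDP and 50 uM GDP. Fluorescence, read at 5-min intervals to 30 min, was referenced to a 6.5 mM cAMP positive control.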
# EPAC1 agonist: agonists of human EPAC1; 360,000 tested, 0.073% active; O95398; EPAC1 agonist qHTS, biochemical assay; response scale: 100% = response to 6.5 mM cAMP; Potency, µM (highest dose often 154 µM), for the others: at the top dose activation, most hits filed as activators; further: potency means the concentration at half of the fitted maximal effect; nearly all actives have a fitted effect of over 60% in size
#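 Fluorescent GDP-exchange assay: 100 nM EPAC1 with 250 nM Rap1B preloaded with BODIPY-GDP and 50 uM GDP; compounds tested as concentration series, 5 min at room temperature, then read every 5 min for 30 min (ex 480/em 540 nm); normalized to 6.5 mM cAMP.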
# WRN inhibitor: blocks human WRN helicase; Q14191; WRN helicase unwinding, fluorescent forked duplex, kinetic; Potency, µM (highest dose often 114 µM), without a hit: at the highest dose activity change, negative = inhibition, usual class: inhibitors; 360,000 tested, 0.46% active; AID 651768; further: potency means the concentration at half of the fitted maximal effect; on the % scale 0 is the no-effect control and ±100 the full control effect; nearly all actives have a fitted effect of over 55% in size
#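 Primary qHTS, 1536-well format. 20 nM WRN + compound, 15 min RT; start with 100 nM forked fluorophore/quencher duplex, 2 mM ATP (final); kinetic read ex 525/em 598 nm.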
# PI5P4K alpha inh: PI5P4K alpha (human) kinase inhibition. P48426. PI5P4Kalpha enzyme, ADP-Glo luminescence, 60 min; stronger effect = lower value. max response, %. 330,000 tested, 1.2% active. AID 652105; active means max response of -50% or lower; inconclusive means between -30% and -50%; inactive means -30% or higher; further: value at the top dose of about 77 µM; on the % scale 0 is the no-effect control and ±100 the full control effect
# Target sequence (P48426 whole entry, looked up): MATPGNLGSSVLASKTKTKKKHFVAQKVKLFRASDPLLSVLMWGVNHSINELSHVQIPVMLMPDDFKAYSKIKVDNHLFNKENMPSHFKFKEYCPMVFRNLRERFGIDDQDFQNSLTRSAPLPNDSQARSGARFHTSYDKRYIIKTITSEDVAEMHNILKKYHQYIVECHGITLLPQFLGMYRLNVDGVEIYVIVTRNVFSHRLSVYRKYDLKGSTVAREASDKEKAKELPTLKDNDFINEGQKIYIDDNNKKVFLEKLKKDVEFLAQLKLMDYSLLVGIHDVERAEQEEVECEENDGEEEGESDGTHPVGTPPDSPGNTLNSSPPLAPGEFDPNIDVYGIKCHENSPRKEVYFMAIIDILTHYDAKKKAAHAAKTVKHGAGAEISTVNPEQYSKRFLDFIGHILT
#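 qHTS, 1536-well: enzyme/substrate mix, compound by pin tool, 5 microM ATP final; RT 60 min; ADP-Glo reagents 1 (45 min) then 2 (30 min); luminescence.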
# PLK1 PBD inh: blocks phosphopeptide binding to human PLK1 polo-box domain; Plk1 PBD binding of FITC phosphopeptide, fluorescence polarization; AID 720504; Potency, µM, for the others: max response, negative = inhibition, hits mostly inhibitors; 360,000 tested, 2.8% active; P53350; further: potency means the concentration at half of the fitted maximal effect; series mostly up to about 57 µM; on the % scale 0 is the no-effect control and ±100 the full control effect; nearly all actives have a fitted effect of over 65% in size
# Target sequence (P53350 whole entry, looked up, the tested form may be a part): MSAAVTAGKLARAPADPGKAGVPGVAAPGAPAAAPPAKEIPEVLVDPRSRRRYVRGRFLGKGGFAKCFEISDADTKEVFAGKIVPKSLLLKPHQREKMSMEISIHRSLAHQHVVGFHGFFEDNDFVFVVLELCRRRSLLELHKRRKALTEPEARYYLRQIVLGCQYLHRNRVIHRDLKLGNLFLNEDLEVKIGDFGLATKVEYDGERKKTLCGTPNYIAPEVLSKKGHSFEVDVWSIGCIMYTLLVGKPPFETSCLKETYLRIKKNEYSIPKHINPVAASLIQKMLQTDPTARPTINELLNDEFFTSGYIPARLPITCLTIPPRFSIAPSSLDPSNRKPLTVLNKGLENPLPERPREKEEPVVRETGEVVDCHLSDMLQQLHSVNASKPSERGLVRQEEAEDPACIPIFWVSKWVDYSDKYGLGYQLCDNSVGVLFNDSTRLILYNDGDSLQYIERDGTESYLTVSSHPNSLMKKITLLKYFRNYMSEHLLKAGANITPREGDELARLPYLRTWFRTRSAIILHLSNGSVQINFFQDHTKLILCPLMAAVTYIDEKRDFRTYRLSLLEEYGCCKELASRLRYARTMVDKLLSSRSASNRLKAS
# EPAC1 antagonist: blocks human EPAC1 exchange factor | Potency, µM (top dose mostly 115 µM), without a hit: at the highest dose activity change, negative = inhibition, actives largely listed as inhibitors | 360,000 tested, 0.14% active | EPAC1 GEF assay, Rap1b-BODIPY-GDP exchange fluorescence | O95398;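 further: potency means the concentration at half of the fitted maximal effect; plate controls were vehicle for no effect and positive control for full effect; nearly all actives have a fitted effect of over 50% in size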
# CCT modulator: changes cytosolic chaperonin activity; AID 651819; purified chaperonin ATPase assay, HTRF ADP detection, 30 min; activity change, % (no concentration beside the values), hits read low; 360,000 tested, 0.3% active; in the data active means activity change below about -30%; further: on the % scale 0 is the no-effect control and ±100 the full control effect
#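 Nucleotide hydrolysis assay: TRiC at 20–40 nM final (set by batch activity) with 10 uM ATP, 30 min at 37 °C, in presence of 76 uM compound. Detection by competitive ADP HTRF, 30 min ambient.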
# * hit, by the source's call; ? = inconclusive; · = no result given; [ ] = remark or other dose. Unless noted, the call rests on the fitted dose curve; in most records, active means well fitted curve in the direction sought with a large enough effect; inconclusive means small, poorly fitted or top-dose-only effect, or another doubt; inactive means no such curve, though single readings can be large; an effect the other way counts as inactive or inconclusive.
SMILES,IL2 activator,EPAC2 agonist,EPAC1 agonist,WRN inhibitor,PI5P4K alpha inh,PLK1 PBD inh,EPAC1 antagonist,CCT modulator
CC1(C)CC(=O)C=C(NCC(O)c2ccccc2)C1 (stereo unspecified),0.1,8%,-4%,0%,-6,-17%,-10%,-2.4
CCOc1ccc(C2/C(=C(\O)c3c(C)[nH]c(C(=O)OC)c3C)C(=O)C(=O)N2CCN(C)C)cc1 (stereo unspecified),-0.4,7%,10%,-6%,·,?,4%,-3.9
S=C(NCc1ccco1)Nc1ccc(Oc2ccc(Cl)cc2)cc1,-2.5,17%,20%,-12%,15,4%,-1%,-1.5
COc1ccc(C2/C=C\CN(C(=O)CC(C)C)CC(=O)N2Cc2ccc(F)cc2)cc1 (stereo unspecified),-0.3,6%,3%,0%,-2,-7%,-4%,-0.8
Cc1cc(=O)oc2c(CN(CC(C)C)CC(C)C)c(O)ccc12,0.0,-2%,-7%,0%,0,-5%,6%,0.1
O=C(CN(c1cccc(C(F)(F)F)c1)S(=O)(=O)c1ccccc1)N1CCOCC1,0.7,2%,-3%,0%,·,-2%,7%,0.1
CCN(C(=O)CSc1nc2scc(-c3ccccc3)c2c(=O)n1N)C1CCS(=O)(=O)C1 (stereo unspecified),0.7,-1%,-7%,-6%,-8,4%,8%,-0.8
COc1ccccc1CCNC(=O)CSc1nc(-c2ccco2)cc(C(F)(F)F)n1,-2.3,-5%,-24%,4%,4,-4%,-3%,-2.6
CN(CCOc1cccc2ccccc12)Cc1ccccc1,1.0,18%,16%,-1%,0,5%,6%,-0.9
CC(C)C(NC(=S)NCc1ccccc1)C(=O)O (stereo unspecified),0.8,0%,0%,7%,0,-5%,0%,-0.7
CC(=O)COC(=O)C1=NN(c2ccccc2)C(=O)CC1,-4.6,9%,15%,1%,0,-6%,-3%,-0.2
O=C(O)CC/C(=C\c1ccc2c(c1)OCO2)c1nc2ccccc2s1,4.3,0%,-4%,-7%,-2,5%,0%,1.0
Cc1nn(CC(=O)NCCCN2CCCC2)c(=O)c2nn(-c3ccccc3)c(C)c12,-6.3,0%,2%,3%,1,-9%,15%,1.4
O=C(Cn1ccc(=O)[nH]c1=O)Nc1nccs1,-3.0,6%,-5%,-5%,-6,1%,9%,-0.3
CC(=O)NC1=NN(C(C)=O)C(C)(CS(=O)(=O)c2ccc3ccccc3c2)S1 (stereo unspecified),0.5,5%,6%,-6%,2,-1%,2%,0.4
CC(C)OCCCNC(=O)COc1ccc2oc3c(c2c1)CCCC3,-2.0,-7%,-7%,1%,3,5%,-5%,0.7
CCCc1nc2ccccc2n1C(=S)SC,-1.2,11%,-1%,0%,3,-11%,-3%,0.4
CCn1c(SCC(=O)NCC2CCCO2)nc2c(c1=O)SC(C)C2 (stereo unspecified),-1.1,10%,-10%,7%,0,-9%,-9%,-0.7
O=C(Nc1ccc2nc3n(c(=O)c2c1)CCCCC3)c1c(F)ccc([N+](=O)[O-])c1F,-2.2,13%,-11%,-27%[11.6 µM],-7,24µM*,?,-1.3
CC(C)N(Cc1ccccc1)C(=O)CN1C(=O)NC2(CCCC2)C1=O,-0.2,-3%,-1%,3%,-4,1%,-7%,-0.5
CCOC(=O)c1c(-c2ccccc2)csc1NC(=O)CSc1nc(C)cc(C)n1,-2.5,-10%,7%,-9%[57.1 µM],0,-2%,-9%,2.2
COc1cc(OC)c2c(-c3cccc(-c4ccc(F)c(Cl)c4)c3)cc(=O)oc2c1,-0.7,8%,19%,-5%,7,-5%,3%,1.3
COC(=O)c1nn(-c2cccc(Cl)c2)cc(OC)c1=O,-2.2,12%,0%,4%,3,-8%,-19%,0.7
CCSc1ccc2nnc(-c3ccc(F)cc3)n2n1,0.1,-8%,-4%,-3%,·,-16%,4%,-1.2
Cc1c(Cl)c(C(=O)N2CCCC2)nn1C,-0.1,-2%,8%,7%,6,-5%,7%,-1.8
c1cncc(CSc2nnc3ccc(-c4ccncc4)nn23)c1,0.9,2%,-9%,1%,1,-9%,-3%,-0.7
Cc1ccc(S(=O)(=O)Nc2ccc(C(=O)Nc3ccncc3)cc2)cc1,-3.0,9%,-4%,2%,-13,6%,-4%,0.3
CC(=O)NCCOc1cccc2cccnc12,-1.7,5%,9%,-3%,·,0%,6%,-1.7
COc1c(C)cc(C(=O)C2CCCN(C(=O)CCc3scnc3C)C2)cc1C (stereo unspecified),-1.7,6%,5%,-3%,6,-2%,-19%,-3.8
COc1ccc(CC(=O)N[C@@H](CCSC)C(=O)N2CCC3(CC2)NCCc2[nH]cnc23)cc1,-0.9,3%,-10%,-3%,2,-8%,19%,-0.8
O=C(CCc1nnc(CCCCc2ccccc2)o1)N1CCCCC1CCO (stereo unspecified),-4.4,15%,12%,2%,-3,-4%,-5%,-3.9
O=C(c1cc2nc(-c3ccccc3)cc(C(F)(F)F)n2n1)N1CCN2CCCC2C1 (stereo unspecified),-0.5,2%,2%,8%,-6,-10%,-4%,-0.8
O=C(Nc1ccc(S(=O)(=O)N2CCOCC2)cc1)C1CCCCC1,-4.3,0%,6%,-9%,-2,-9%,14%,-0.1
Cc1cc(OCCCC(=O)N2CCCCC2)cc(C)c1Cl,-5.2,3%,-7%,-22%,0,-15%,-23%,-2.6
COc1ccc(C(=O)OCC(=O)C(C)(C)C)cc1S(=O)(=O)N(C)CCc1cccnc1,0.8,2%,-5%,-10%[57.1 µM],2,2%,14%,1.7
CC(=O)Nc1cc(C(=O)N2CCc3ccccc3C2)ccc1Sc1ccc(C)cc1,0.4,0%,-5%,-19%,15,-6%,-11%,0.5
O=C(Nc1cccnc1Cl)c1ccc(S(=O)(=O)N2CCCCCC2)cc1,0.4,7%,13%,-4%,·,-11%,-11%,-3.4
CCN(c1ccc(NC(=O)COC(=O)CCC(=O)c2ccc(F)cc2)cc1)C(C)C,0.0,-16%,1%,1%,2,?,-2%,-1.6
CC1CCN(C(=O)CN(c2ccc(Oc3ccccc3)cc2)S(C)(=O)=O)CC1,-0.8,7%,2%,-4%,1,-3%,-13%,-0.5
O=C(N[C@@H](Cc1ccccc1)C(=O)OCc1ccccc1)c1nc[nH]c1C(=O)N1CCN(c2ccccc2)CC1,-0.7,15%,-16%,-4%,7,-18%,-17%,-0.5
Cc1cccc(C(=O)NCC(=O)N(C)CC(=O)Nc2ccc(N3CCOCC3)cc2)c1,-0.1,5%,10%,-2%,-7,-4%,-5%,-0.1
Cc1cc(OCC(=O)NCC2CCC(C(=O)O)CC2)c2c(C)c(C)c(=O)oc2c1 (stereo unspecified),-0.1,1%,-13%,3%,-6,-2%,16%,0.6
CCC(NS(=O)(=O)c1ccc2c(c1)NC(=O)C(C)C(=O)N2)c1cccs1 (stereo unspecified),-0.5,12%,-21%,6%,-6,-2%,?,1.7
CCOc1ccc2c(CC)cc(=O)oc2c1OCC,-4.7,10%,8%,6%,-2,-6%,-20%,-1.7
COC(=O)c1ccc(Cl)c(NC(=O)Cc2ccccc2[N+](=O)[O-])c1,-0.4,-5%,-5%,9%,3,-2%,3%,-0.5
CC(C)NC(=O)c1ccccc1NC(=O)CS(=O)(=O)Cc1ccccc1,-1.3,-3%,0%,1%,·,-2%,7%,-4.2
O=C(Nc1nc(=O)c2ccccc2s1)c1ccc(F)cc1,-2.4,3%,5%,-16%[57.1 µM],·,-2%,4%,3.2
CCOC(=O)c1ccc(NC(=S)N(CCN(C)C)Cc2cccs2)cc1,-5.5,-1%,0%,-8%,12,-1%,-18%,-2.9
O=c1oc(CCO)cc2ccc(C#Cc3ccsc3)cc12,-0.4,11%,-11%,7%,0,-7%,?,-0.1
CCC1(c2ccccc2)NC(=O)N(CC(=O)Nc2cc(S(=O)(=O)N3CCOCC3)ccc2OC(C)C)C1=O (stereo unspecified),-3.2,-5%,-2%,1%,-6,6%,-15%,2.3
Cc1ccc(/C=N/NC(=O)c2nnn(-c3nonc3N)c2-c2cccs2)cc1,-0.8,-3%,-1%,-6%,3,3%,-4%,-0.7
Cc1occc1C(=O)N/N=C/C(Br)=C/c1ccccc1,-1.3,10%,6%,-31%,4,-11%,-16%,-2.5
COc1ccc(C(=O)/C=C/N2CCCCC2)cc1OC,-1.7,15%,16%,-5%,·,-4%,-6%,-4.4
CCN(CC)CCn1c2c(c(SCC(=O)Nc3ccccc3Cl)nc1=O)CCC2,0.0,-3%,1%,-3%,-8,-1%,-3%,-34*
NC(=O)CC(NC(=O)Cc1cccc2ccccc12)c1ccc(NCCN2CCCC2)c([N+](=O)[O-])c1 (stereo unspecified),-0.5,6%,-10%,6%,2,4%,3%,-3.3
CSc1nnnn1-c1ccc(C(=O)OCC(=O)N2CCOCC2)cc1,-2.5,10%,8%,-1%,·,-4%,3%,-1.6
Cc1nc2cc(NC(=O)N3CCN(c4ccccn4)CC3)ccc2o1,-2.4,-1%,9%,2%,·,-6%,-3%,-1.2
COc1ccc(C2=CN3CCCCC3CC2=O)cc1OC (stereo unspecified),-0.5,4%,-24%,-1%,0,-5%,10%,-0.3
Cc1ccccc1NS(=O)(=O)c1cc(C(=O)NCCC2=CCCCC2)ccc1C,-2.2,11%,23%,-13%[11.6 µM],·,3%,-7%,1.5
COc1ccc(-n2c(SCC(=O)c3c(N)n(C)c(=O)n(C)c3=O)nc3ccccc32)cc1,2.2,7%,4%,-6%,-7,-6%,-1%,-2.4
O=C(CN(c1cccc(Cl)c1)S(=O)(=O)c1ccc(Cl)cc1)N1CCc2ccccc2C1,2.9,7%,-4%,8%,-4,-2%,-12%,-0.1
Cc1ccc(C2CC(c3cccs3)=NN2C(=O)c2ccco2)o1 (stereo unspecified),-3.6,10%,12%,-7%,6,-3%,-13%,-1.9

# Part of the list above in order of formula weight, largest number first:
SMILES,IL2 activator,EPAC2 agonist,EPAC1 agonist,WRN inhibitor,PI5P4K alpha inh,PLK1 PBD inh,EPAC1 antagonist,CCT modulator
COc1ccc(-n2c(SCC(=O)c3c(N)n(C)c(=O)n(C)c3=O)nc3ccccc32)cc1,2.2,7%,4%,-6%,-7,-6%,-1%,-2.4
CCN(CC)CCn1c2c(c(SCC(=O)Nc3ccccc3Cl)nc1=O)CCC2,0.0,-3%,1%,-3%,-8,-1%,-3%,-34*
COc1ccc(C2=CN3CCCCC3CC2=O)cc1OC (stereo unspecified),-0.5,4%,-24%,-1%,0,-5%,10%,-0.3

# These rows are one share of the data; the hit share may differ from the screen's.
